# PTHR1 ag: qHTS for PTHR1 Agonists: Primary Screen; Parathyroid hormone/parathyroid hormone-related peptide receptor (Homo sapiens), Q03431; HEK293 GP2 PTHR1 cells, GloSensor cAMP luminescence, 1 h; Potency, µM (doses to about 115 µM), without a hit: at the top dose activation, actives largely listed as activators; hit rate 0.075% among 410,000; AID 743266, 2014; note: potency is the fitted concentration of half-maximal effect; nearly all actives have a fitted effect of over 55% in size; some results filed as inactive show a strong effect at the top dose; inactives centre near -15; many of its hits are not listed in these tables
#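 HEK-293-derived GP2 cells expressing PTHR1 and a GloSensor cAMP reporter, 3,000/well, plated overnight, given luciferin plus IBMX (each 0.5 mM as added) for 1 h at 37 °C, then compound for 1 h at 37 °C. Luminescence was read after 15 min at room temperature.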
# PLK1 PBD inh: qHTS for Inhibitors of PLK1-PDB (polo-like kinase 1 - polo-box domain): Primary Screen. Potency, µM, for the others: max response, negative = inhibition, most hits filed as inhibitors. Plk1 PBD binding of FITC phosphopeptide, fluorescence polarization. hit rate 2.8% among 360,000. Serine/threonine-protein kinase PLK1 (Homo sapiens), P53350; note: potency is the fitted concentration of half-maximal effect; series mostly up to about 57 µM; % is set by controls: 0 for no effect and ±100 for the full control effect; nearly all actives have a fitted effect of over 65% in size
# Target sequence (P53350 whole entry, looked up, the tested form may be a part): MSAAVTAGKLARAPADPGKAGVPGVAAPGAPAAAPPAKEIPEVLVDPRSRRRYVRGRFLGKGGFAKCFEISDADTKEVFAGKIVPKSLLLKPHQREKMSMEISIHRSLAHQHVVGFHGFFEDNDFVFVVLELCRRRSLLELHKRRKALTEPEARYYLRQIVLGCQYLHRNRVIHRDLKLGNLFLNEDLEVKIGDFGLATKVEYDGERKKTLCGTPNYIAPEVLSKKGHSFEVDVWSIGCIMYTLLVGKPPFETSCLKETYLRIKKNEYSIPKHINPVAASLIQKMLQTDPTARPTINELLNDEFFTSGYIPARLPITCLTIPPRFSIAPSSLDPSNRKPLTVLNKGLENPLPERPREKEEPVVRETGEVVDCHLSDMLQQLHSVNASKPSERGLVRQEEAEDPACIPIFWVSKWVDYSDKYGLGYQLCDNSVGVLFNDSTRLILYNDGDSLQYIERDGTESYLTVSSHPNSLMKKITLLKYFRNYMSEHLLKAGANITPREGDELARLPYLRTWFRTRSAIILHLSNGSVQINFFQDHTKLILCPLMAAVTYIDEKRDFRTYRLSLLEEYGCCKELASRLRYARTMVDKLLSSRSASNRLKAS
# HEK293 tox: qHTS of GLP-1 Receptor Inverse Agonists: Cytotox Screen. AID 624418, 2012. HEK293 cAMP-luciferase reporter cells, luminescence, 24 h. Potency, µM (series often up to 38.3 µM), without a hit: at the top dose activity change, negative = inhibition, usual class: inhibitors. hit rate 0.13% among 410,000;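 note: loss of luciferase light is scored as toxicity; potency is the fitted concentration of half-maximal effect; % is set by controls: 0 for no effect and ±100 for the full control effect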
#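 Luminescence readout: signal drop marks cytotoxicity. Plated cells grew 12 h at 37 °C, 5% CO2, received 23 nL compound for 24 h, then got luciferase reagent, read after 12 min at RT.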
# GLP-1R agonist: qHTS of GLP-1 Receptor Agonists. HEK293 GLP-1R CRE-luciferase, luminescence, 4-6 h; cells express a hypersensitive GLP-1R form. Potency, µM (top dose mostly 45.6 µM), for inactives: top-dose activation, actives largely listed as activators. hit rate 0.007% among 380,000; note: potency is the fitted concentration of half-maximal effect; % of control where 0% means no effect
# IL2 activator: qHTS of IL-2 Activators | hit rate 0.065% among 360,000 | activation, % (series mostly up to about 46 µM) | IL-2 activation reporter assay, cell-based qHTS; stimulated with anti-CD3/CD4/CD28 beads; in transgenic mouse T cells; in the data active = activation above about 50%; inconclusive = mostly about 30% to 49%; note: 0% is about no effect
#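 Using fluorescent plate cytometry, EGFP and DsRed are detected in transgenic mouse T cells stimulated 18 h at 37 degrees C with antibody-coated beads after 60 min compound pretreatment.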
# EPAC1 antagonist: qHTS for Antagonist of cAMP-regulated guanine nucleotide exchange factor 3 (EPAC1): primary screen. Rap guanine nucleotide exchange factor 3 (Homo sapiens), O95398. EPAC1 GEF assay, Rap1b-BODIPY-GDP exchange fluorescence. Potency, µM (titrated, usually from 115 µM), for inactives: top-dose activity change, negative = inhibition, usual class: inhibitors. hit rate 0.14% among 360,000;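 note: potency is the fitted concentration of half-maximal effect; plate controls were vehicle for no effect and positive control for full effect; nearly all actives have a fitted effect of over 50% in size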
# EPAC1 ag: qHTS for Agonist of cAMP-regulated guanine nucleotide exchange factor 3 (EPAC1): primary screen; hit rate 0.073% among 360,000; AID 720707, 2013; Potency, µM (top dose mostly 154 µM), without a hit: at the highest dose activation, actives largely listed as activators; Rap guanine nucleotide exchange factor 3 (Homo sapiens), O95398; EPAC1 agonist qHTS, biochemical assay; response scale: 100% = response to 6.5 mM cAMP; note: potency is the fitted concentration of half-maximal effect; nearly all actives have a fitted effect of over 60% in size
#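 Multi-concentration qHTS readout: loss of Rap1B-bound BODIPY-GDP fluorescence driven by 100 nM EPAC1 with excess GDP (50 uM), monitored kinetically at room temperature; agonist response expressed relative to 6.5 mM cAMP.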
# GLP-1R inv ag: qHTS of GLP-1 Receptor Inverse Agonists (Inhibition Mode); Potency, µM (series often up to 38.3 µM), without a hit: at the top dose activity change, negative = inhibition, actives largely listed as inhibitors; AID 624417, 2012; hit rate 1.6% among 410,000; HEK293 GLP-1R CRE-luciferase, luminescence, 24 h; GLP-1R form is constitutively active; Glucagon-like peptide 1 receptor (Homo sapiens), P43220; note: potency is the fitted concentration of half-maximal effect; % is set by controls: 0 for no effect and ±100 for the full control effect; nearly all actives have a fitted effect of over 55% in size
#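 Cells are plated, allowed 12 hours at 37 deg C, then treated with compounds for 24 hr before luciferase detection reagent is added and luminescence is read after 12 min at room temperature. The HEK293 line carries constitutively active GLP-1R with a cAMP-responsive reporter.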
# PI5P4Ka inh: qHTS for Inhibitors of phosphatidylinositol 5-phosphate 4-kinase (PI5P4K); Phosphatidylinositol 5-phosphate 4-kinase type-2 alpha (Homo sapiens), P48426; PI5P4Kalpha enzyme, ADP-Glo luminescence, 60 min; stronger effect = lower value; max response, %; hit rate 1.2% among 330,000; active = max response of -50% or lower; inconclusive = between -30% and -50%; inactive = -30% or higher; note: value at the top dose of about 77 µM; % is set by controls: 0 for no effect and ±100 for the full control effect
# Target sequence (P48426 whole entry, looked up): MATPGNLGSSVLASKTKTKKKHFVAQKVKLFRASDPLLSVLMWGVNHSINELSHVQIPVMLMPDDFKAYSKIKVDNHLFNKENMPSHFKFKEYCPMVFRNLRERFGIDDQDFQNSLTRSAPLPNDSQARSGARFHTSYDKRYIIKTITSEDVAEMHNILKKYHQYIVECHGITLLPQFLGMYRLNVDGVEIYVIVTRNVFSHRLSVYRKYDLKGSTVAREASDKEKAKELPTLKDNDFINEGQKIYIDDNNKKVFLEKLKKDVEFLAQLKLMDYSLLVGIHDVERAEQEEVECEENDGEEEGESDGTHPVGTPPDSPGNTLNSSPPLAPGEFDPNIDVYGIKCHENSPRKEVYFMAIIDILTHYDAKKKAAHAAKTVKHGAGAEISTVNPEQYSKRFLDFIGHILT
#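 Single end-point luminescence (ADP-Glo) quantified ADP from PI5P4Kalpha turnover; ATP 5 microM final, 1 h at RT, 0.1% CHAPS and 0.28 mM EGTA in HEPES pH 7.4.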
# An asterisk follows results filed as active; i = inactive; ? = inconclusive; / = not tested or not shown; [ ] = another dose, or the depositor's remark. Unless noted, calls come from the whole dose curve; as a rule, active = well fitted curve in the direction sought with a large enough effect; inconclusive = small, poorly fitted or top-dose-only effect, or another doubt; inactive = no such curve, though single readings can be large; an effect the other way counts as inactive or inconclusive. This is a subset; count on the stated rates, not on these rows.
Structure,GLP-1R inv ag,GLP-1R agonist,EPAC1 ag,IL2 activator,HEK293 tox,EPAC1 antagonist,PLK1 PBD inh,PI5P4Ka inh,PTHR1 ag
Cc1[nH]n(-c2ccccc2)c(=O)c1C(c1cccc([N+](=O)[O-])c1)c1c(C)[nH]n(-c2ccccc2)c1=O,-1.0%,0.3%,-10.0%,-4.2,-3.3%,?,23.8µM*,1.6,-90.3%[inhibitor]
OC(c1ccc(F)cc1)c1nc(-c2cccc(F)c2)cs1 (stereo not drawn),?,10.1%,3.0%,-0.3,-3.1%,-7.5%,5.0%,13.7,-32.5%[inhibitor]
CC(/C=C/c1ccccc1)=N\NC(=O)CNC(=O)c1ccccc1Cl,-16.3%,11.0%,2.6%,-1.8,1.4%,-9.5%,-4.5%,-7.8,i
O=C(CSc1nc2ccccc2c(=O)n1-c1ccc(F)cc1)Nc1ccc(Cl)c(S(=O)(=O)N2CCOCC2)c1,-11.4%,-1.6%,12.4%,-0.2,3.2%,-23.9%,-9.7%,-8.1,-27.6%
O=C(NCC1CCN(S(=O)(=O)c2ccccc2)CC1)Nc1ccc(F)cc1,?,12.2%,3.1%,0.5,-4.1%,21.5%,-3.9%,-0.1,-21.5%
O=C(Nc1c(Cl)cc(Cl)cc1-c1nc2ccccc2s1)c1ccc(Br)o1,?,0.5%,8.7%,1.3,1.2%,-10.6%,-25.2%,/,i
COc1ccccc1NC(=S)NN1CCN(C)CC1,8.1%,-20.2%,9.1%,-1.0,7.6%,0.8%,-2.1%,1.1,i
Cc1nn(C)c(C)c1S(=O)(=O)N1CCCC(C(=O)N2CCN(c3ccccc3)CC2)C1 (stereo not drawn),15.2%,2.5%,-11.5%,-3.9,-3.3%,17.6%,-2.5%,-2.6,i
Cc1cccc(C)c1NC(=O)C1CCCN1S(=O)(=O)c1ccc(-c2ccc(=O)[nH]n2)s1 (stereo not drawn),59.7%[activator],7.7%,-8.7%,-3.1,-0.4%,-13.2%,11.9µM*,?,-13.8%
COc1ccccc1OCCCCN1CCN(c2ccccc2OC)CC1,?,3.3%,-6.4%,0.6,-12.4%,0.7%,0.5%,-9.1,-14.0%
Cn1c(=O)cc(OCCCC(=O)Nc2cccc(Cl)c2)c2ccccc21,0.9%,11.0%,-8.3%,-0.2,4.8%,10.0%,-2.6%,7.6,-68.1%[inhibitor]
COc1cc(NS(=O)(=O)c2ccccc2)ccc1-n1nc(C)cc1C,-13.6%,-8.2%,-6.3%,0.7,7.3%,-4.7%,-1.8%,/,-8.1%[57.5 µM]
O=C(COC(=O)/C=C/c1ccccc1)NC1CCCCCC1,-7.2%,-2.0%,-3.1%,0.1,5.2%,-13.9%,-4.5%,-4.0,i
O=C(c1ccccc1)c1ccc(OCC(O)CN2CCN(S(=O)(=O)N3CCCCC3)CC2)cc1 (stereo not drawn),0.0%,-7.2%,9.1%,1.2,7.2%,-16.9%,-8.5%,/,-1.6%[57.5 µM]
Cc1sc(NC(=S)NC(=O)c2ccco2)c(C(N)=O)c1C,28.5%,2.0%,-10.4%,0.4,-14.5%,-7.9%,?,-14.9,-10.5%

# The listing continues.
Structure,GLP-1R inv ag,GLP-1R agonist,EPAC1 ag,IL2 activator,HEK293 tox,EPAC1 antagonist,PLK1 PBD inh,PI5P4Ka inh,PTHR1 ag
CCCCn1c(N)c(N(CCOC)C(=O)c2cccc(N3C(=O)c4ccccc4C3=O)c2)c(=O)[nH]c1=O,3.8%,15.5%,0.4%,0.3,-10.4%,7.4%,2.3%,0.1,i
CCOC(=O)CSCC(=O)Nc1nnc(-c2cccc([N+](=O)[O-])c2)s1,16.5%,-3.0%,0.3%,-2.9,-2.1%,-1.2%,-8.4%,-1.9,i
CN(CC(=O)Nc1ccc(OC(F)(F)F)cc1)C(=O)Cc1ccc2c(c1)CCC2,5.62µM*,1.5%,-12.0%,0.2,1.4%,-7.3%,?,-2.2,-52.6%
C/C(=N\NC(=O)c1ccc(CSc2nncn2C)cc1)c1ccc(Cl)cc1,0.4%,14.7%,-8.4%,-1.6,1.1%,-7.6%,-2.8%,0.6,-17.3%
Cc1cc(C)cc(NC(=O)NC2CCCCCCC2)c1,?,-0.3%,2.0%,-1.2,-2.1%,-24.8%,13.0%,-0.8,i
O=C(CCc1nnc(CCCCc2ccccc2)o1)NC1CCCC1,?,9.4%,3.3%,0.0,-9.0%,0.0%,-5.2%,12.1,i
CCOc1ccc(-c2cc(C(=O)NCc3ccccc3)[nH]n2)c(C)c1,-5.5%,-5.5%,-9.6%,-0.3,1.2%,3.5%,-11.5%,-6.8,-14.6%
CCCCOC(=O)Sc1nc2ccccc2o1,0.0%,2.8%,4.9%,-1.2,?,-0.9%,?,/,i
COc1ccc(C)cc1-n1c(C)cc(C=O)c1C,-15.5%,-0.4%,-2.1%,-0.7,0.5%,-15.6%,-2.7%,-2.9,-2.2%
COc1cc(C(=O)Oc2ccccc2N)cc(OC)c1OC,13.4%,0.9%,2.3%,0.1,2.4%,9.0%,-2.0%,2.3,0.0%[57.5 µM]
CN(C)C(CNc1ccc(S(C)(=O)=O)cc1[N+](=O)[O-])c1ccccc1 (stereo not drawn),?,15.7%,2.0%,0.8,-2.6%,-4.9%,-6.7%,4.8,-2.0%
COc1ccc(-c2noc(CN(C)C(=O)c3ccc4c(c3)OCO4)n2)cc1,-5.0%,9.6%,7.4%,-0.7,-1.9%,-13.8%,-10.3%,-12.5,i
Cc1ccccc1OCc1nnc(SCc2cc(=O)[nH]c3ccccc23)n1-c1ccccc1,?,-17.2%,-16.5%,-0.5,-31.1%,-29.9%,-8.6%,5.0,-36.3%[inhibitor]
COCC(C)n1c(C)cc(C(=O)COC(=O)c2c(C)nn(-c3ccccc3)c2C)c1C (stereo not drawn),?,-1.4%,11.1%,-1.7,-17.5%,10.1%,-0.1%,2.7,i
CCN(CC)S(=O)(=O)c1cc(C(=O)Nc2cc(S(=O)(=O)N3CCOCC3)ccc2N2CCN(C)CC2)ccc1C,8.4%,16.1%,10.2%,1.0,0.4%,-12.1%,1.5%,8.0,i

# Carrying on.
Structure,GLP-1R inv ag,GLP-1R agonist,EPAC1 ag,IL2 activator,HEK293 tox,EPAC1 antagonist,PLK1 PBD inh,PI5P4Ka inh,PTHR1 ag
Clc1ccc(Oc2nc3c(Cl)cccc3s2)cc1Cl,15.6%,9.3%,11.5%,-0.3,-4.2%,9.5%,-8.6%,8.4,-23.0%
CCc1nc2ccc(C(=O)NC3CCC(C)CC3)cc2nc1CC (stereo not drawn),-18.5%,19.5%,21.2%,-2.7,-1.1%,-3.9%,29.9µM*,2.1,-29.9%
CN1CCN(c2ccc(-c3cccc4nccn34)cn2)CC1,18.7%,16.4%,14.4%,0.2,5.3%,-2.3%,-2.9%,-0.5,-14.6%
Cc1ccccc1N1CCN(C(=S)c2ccccc2)CC1,-25.3%,-0.1%,19.9%,-2.4,23.4%,-11.4%,-5.6%,-1.5,-1.7%
CCc1cc(C(c2ccc(OC)c(OC)c2)N2CCOCC2)c(NC(=O)c2ccccc2)s1 (stereo not drawn),-2.7%,0.7%,8.3%,-0.6,17.1%,-32.0%,?,-56.9*,i
c1ccc(COc2ccccc2CNc2nn[nH]n2)cc1,10.6%,-9.5%,-4.6%,-2.1,-31.2%,-19.9%,1.0%,-1.6,i
Cc1ccc(OCc2cc(C(=O)N(CCO)Cc3cccs3)no2)cc1C,?,1.2%,3.7%,-0.5,-10.2%,-11.2%,15.1%,-6.3,-21.7%
COc1ccc(NC(=O)CN2CCc3ccccc3C2)cc1OC,-27.1%,11.7%,-8.2%,2.9,-0.5%,-10.8%,6.6%,7.2,i
Cc1ccc(C(=O)NC2CCCCC2)cc1,0.0%,-4.5%,11.0%,-1.6,2.4%,8.1%,-16.7%,/,-55.1%[inhibitor]
CC(C)[C@H](NC(=O)N1c2ccccc2NC(=O)[C@@H]1C(C)C)C(=O)N[C@H](C(=O)O)c1ccccc1,-0.2%,-4.4%,-18.1%,0.1,1.2%,3.1%,-3.6%,0.6,-10.1%
COc1ccc(N=Nc2cc(C)c(O)c(CN3CCCCC3)c2)cc1,?,2.0%,2.4%,-0.2,4.0%,4.5%,3.2%,17.8,i
COc1ccc(NC(=O)Nc2cc(C)ccc2OC)cc1,?,1.6%,3.7%,-2.2,-13.4%,4.6%,2.1%,13.0,i
CC(C)(C)c1ccc(-c2nnc(N)o2)cc1,21.4%,6.8%,3.3%,0.4,4.6%,12.2%,-10.6%,6.4,-15.1%
CN(CC(=O)Nc1ccc(N2CCOCC2)cc1)C(=O)c1cc(S(=O)(=O)N(C)C)ccc1Cl,5.2%,0.9%,-2.7%,-1.7,1.5%,-12.7%,-9.3%,0.2,-2.1%
O=C(NC1CCCCC1)N1CCc2[nH]c3ccccc3c2C1,?,15.4%,-6.4%,-0.3,-5.1%,5.9%,-21.6%,-3.4,-4.3%
CC(C)CCOP(=O)(c1ccccc1)c1ccccc1,?,8.1%,-8.5%,-0.5,-7.3%[1.53 µM],28.4%,-12.0%,5.2,i
